OXTR potentiator – human OXTR potentiators, primary screen, fluorescence, CHO-OTR cells, Fluo-8 calcium; Oxytocin receptor (Homo sapiens), P30559; Fluo-8 calcium fluorescence, potentiator mode; 0% = oxytocin EC15, 100% = EC100; activation, % at 3 µM; actives 0.061% (n = 320,000);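 active = activation above that plate's cutoff, the mean activation of tested compounds plus 3 SD, cut at about 6.6% in these data, passing the limit was not always enough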;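 also: 100% uses oxytocin at 75 nM as the full agonist control; some results filed as inactive read as strong as hits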
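test system = CHO-OTR cells, human receptor | compound = single-point 3.0 µM | schedule = 6 min compound pre-incubation at room temperature, 100 s kinetic read | signal = Fluo-8 no-wash calcium dye fluorescence, excitation 470-495 nm, emission 515-575 nm | repeats = single well per compound, singlicate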
TAAR1 antag – human TAAR1 antagonists, primary screen, Fluo-8 calcium fluorescence, CHO RD-HGA16 cells; antagonist; inhibition, % at 3 µM; actives 1.5% (n = 360,000); AID 624466, 2012;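 active = inhibition above a per-plate cutoff, the mean inhibition of test compounds on that plate plus 3 SD, cut at about 49% in these data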;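 also: 0% = DMSO plus EC80 beta-PEA response and 100% = DMSO alone without agonist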
Target sequence (Q96RJ0 whole entry, looked up): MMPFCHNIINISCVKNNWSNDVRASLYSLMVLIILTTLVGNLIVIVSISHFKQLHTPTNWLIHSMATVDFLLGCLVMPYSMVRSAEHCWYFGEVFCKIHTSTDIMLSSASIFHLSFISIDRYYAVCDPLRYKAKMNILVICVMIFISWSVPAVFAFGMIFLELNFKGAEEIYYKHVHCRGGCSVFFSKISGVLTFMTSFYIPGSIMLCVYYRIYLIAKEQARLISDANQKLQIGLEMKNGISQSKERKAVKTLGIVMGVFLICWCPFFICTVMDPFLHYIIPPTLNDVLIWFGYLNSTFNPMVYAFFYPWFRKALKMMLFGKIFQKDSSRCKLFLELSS
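Test system – hTAAR1-expressing CHO RD-HGA16 cells, Gα16-coupled · Reagent – β-PEA at EC80 concentration, post-compound challenge · Compound dosing – 3 µM, single point · Timing – 140 s kinetic read after compound, 140 s after agonist · Detection – Fluo-8 intracellular calcium dye fluorescence, real-time kinetic reads · Control set – DMSO and EC80 PEA controls · Repeats – n of 1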
CHO-K1 Ca antag – counter-screen for M1 antagonists: effect in parental CHO-K1 cells. actives 0.6% (n = 360,000). AID 602250. inhibition, % at 3 µM. ATP-induced calcium, Fluo-8 fluorescence;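 active = inhibition above a per-plate cutoff, the plate's mean sample inhibition plus 3 SD, cut at about 24% in these data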;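 also: 0% = DMSO plus EC80 ATP and 100% = DMSO alone without ATP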
CHO parental Ca – ATP-evoked calcium signal inhibitors, parental CHO, primary screen, counter-screen for OX1R antagonist project, cell-based, fluorescence, Fluo-8 calcium dye | inhibition, % at 5.6 µM | actives 0.63% (n = 330,000) | parental CHO-K1, ATP-induced calcium, Fluo-8 fluorescence;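 active = inhibition above that plate's mean sample inhibition plus 3 SD, cut at about 26% in these data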;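 also: 0% = ATP-challenged DMSO wells and 100% = DMSO wells without ATP; some compounds past the cut are filed as inactive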
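Material – parental CHO cells · Reagent – ATP stimulus · Compound – single nominal dose of 5.6 µM per compound · Detection – Fluo-8 fluorescence · Read-out basis – percent inhibition of calcium signal · Controls – ATP-challenged DMSO wells low, unchallenged DMSO wells high · Repeats – no replicates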
M1 ag – human M1 muscarinic receptor agonists, primary screen, Fluo-8 calcium fluorescence, CHO-K1 cells, HTS. CHO-K1 hM1, agonist mode; 0% DMSO, 100% acetylcholine EC100. AID 588814, 2011. activation, % at 3 µM. Muscarinic acetylcholine receptor M1 (Homo sapiens), P11229. actives 0.33% (n = 360,000);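 active = activation above the run's mean compound activation plus 3 SD, cut at about 16% in these data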;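 also: peak over basal fluorescence ratio within a 140 s kinetic read after compound addition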
Target sequence (P11229 whole entry, looked up): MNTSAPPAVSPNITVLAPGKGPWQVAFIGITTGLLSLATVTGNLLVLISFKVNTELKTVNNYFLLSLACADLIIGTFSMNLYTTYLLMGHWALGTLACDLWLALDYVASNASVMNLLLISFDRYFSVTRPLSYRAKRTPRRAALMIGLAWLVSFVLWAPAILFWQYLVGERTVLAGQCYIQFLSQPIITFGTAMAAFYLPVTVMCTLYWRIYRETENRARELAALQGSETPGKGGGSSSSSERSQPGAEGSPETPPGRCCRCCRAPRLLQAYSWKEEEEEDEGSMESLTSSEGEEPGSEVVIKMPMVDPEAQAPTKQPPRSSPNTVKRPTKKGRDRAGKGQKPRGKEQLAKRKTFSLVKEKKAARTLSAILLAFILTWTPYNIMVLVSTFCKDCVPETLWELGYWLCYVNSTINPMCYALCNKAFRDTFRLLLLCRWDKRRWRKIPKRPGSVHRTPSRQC
CHRM1 antagonist – human M1 muscarinic receptor antagonists, primary screen, CHO-K1 cells, Fluo-8 calcium fluorescence, 1536-well. AID 588852, 2011. actives 1.3% (n = 360,000). Muscarinic acetylcholine receptor M1 (Homo sapiens), P11229. CHO-K1 hM1, ACh EC80 antagonist. inhibition, % at 3 µM;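 active = percent inhibition above its own plate's cutoff, namely the mean of that plate's compound wells plus 3 SD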;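 also: peak over basal fluorescence ratio during 140 s after agonist addition; 0% = ACh EC80 plus DMSO and 100% = DMSO alone without agonist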
TAAR1 ag – human TAAR1 agonists, primary screen, Fluo-8 calcium fluorescence, CHO RD-HGA16 cells; Trace amine-associated receptor 1 (Homo sapiens), Q96RJ0; vehicle wells 0%, saturating PEA agonist 100%; activation, % at 3 µM; actives 0.99% (n = 360,000); AID 624467, 2012;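 active = activation above the mean activation of all test compounds in the run plus 3 SD, cut at about 38% in these data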
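Test system: RD-HGA16 (CHO) cells co-expressing Gα16 and hTAAR1 / Benchmarks: DMSO vehicle as 0%, PEA at EC100 as 100% / Repeats: no replicates (n 1) / Measure: % activation from peak over basal fluorescence ratio, DMSO-to-PEA scaled / Timing: 17-24 h plating, Fluo-8 75 min 37 °C, 30 min RT / Technique: kinetic Fluo-8 calcium fluorescence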
M1 ag parental – counter-screen for M1 agonists: effect in parental CHO-K1 cells; actives 0.48% (n = 360,000); Fluo-8 calcium fluorescence; scaled to maximal ATP response, vehicle zero; AID 602248, 2012; activation, % at 3 µM; in the data active = activation above about 15%;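 also: untransfected CHO-K1 host cells lacking M1 receptor as counterscreen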
M1 PAM parental – nonselective calcium activators in parental CHO-K1 cells, primary screen, counter-screen for M1 PAM project, cell-based, Fluo-8 calcium fluorescence, full deck, 1536-well | actives 0.02% (n = 360,000) | ATP EC20; 0% at ATP EC20, 100% at ATP max | activation, % at 3 µM | AID 602247, 2012;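 active = activation above the run cutoff, the mean activation of all test compounds plus 3 SD, cut at about 40% in these data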;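 also: peak over basal fluorescence ratio in a 140 s read after ATP addition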
* hit, by the source's call; nt = not tested or not shown.

SMILES | OXTR potentiator | TAAR1 antag | CHO-K1 Ca antag | CHO parental Ca | M1 ag | CHRM1 antagonist | TAAR1 ag | M1 ag parental | M1 PAM parental
Clc1cccc(CNCC2CCCO2)c1Cl (stereo not given) | -7 | -8 | -8 | -10 | -8 | -17 | 3 | 0.9 | 10
Fc1ccc(N2C(=S)SC(=Nc3ccccc3)C2=Nc2ccccc2)cc1 | nt | 5 | -23 | nt | -1 | -18 | -1 | 1.6 | 25
O=C1CC(c2ccccc2)n2nc(NC(=O)c3ccccn3)nc2N1 (stereo not given) | -2 | 13 | 2 | -3 | -4 | -5 | 3 | 0.2 | 5
Cc1ccccc1CSc1nnc2ccc(-c3ccncc3)nn12 | -7 | -12 | 5 | -9 | -1 | -1 | -1 | 0.4 | -3
Cc1ccc(NNC(=O)c2ccno2)cc1Cl | -7 | -5 | 1 | -7 | 0 | -4 | 1 | 4.4 | 11
Cc1cccc(/C=N/NC(=O)c2cc(C3CC3)nc3ccccc23)n1 | -1 | 11 | 26* | 0 | 6 | -12 | 1 | -0.4 | -13
CCOc1ccc(S(=O)(=O)Nc2ccc(C(=O)NCC(c3ccco3)N(C)C)cc2)cc1 (stereo not given) | -7 | -20 | -1 | -13 | -5 | 32* | 16 | 2.1 | 4
CCOc1ccc(-c2nc(N)nc(C)c2-c2ccc(OC)c(OC)c2)c(O)c1 | -7 | 17 | -8 | 1 | -5 | -14 | 7 | 1.5 | 14
Cc1cccc(C(=O)NC(=S)Nc2cccc3nc(C)ccc23)c1 | 0 | 11 | -9 | -34 | -3 | -2 | -1 | 4.8 | 25
CC1=C(C(=O)Nc2ccccn2)C(c2ccc(Br)cc2)n2ncnc2N1 (stereo not given) | -14 | -10 | -4 | -20 | -3 | 9 | 13 | 0.6 | -3
CC(=O)OC1CC2(C)C(C(C)=O)CCC2C2CCC3=CC(=O)CCC3(C)C12 (stereo not given) | nt | -4 | -8 | nt | -5 | 9 | 1 | 0.8 | 12
Cc1ccc(OCCOC(=O)c2sc(=S)n(C)c2C)cc1 | -9 | 11 | -15 | -15 | -9 | -6 | 0 | 2.0 | 28
CCN(c1ccccc1)S(=O)(=O)c1ccc(OC)c(NC(=O)C2CCC2)c1 | -5 | -17 | 0 | -16 | -2 | 0 | 0 | -0.5 | 16
Cc1cc(C)[n+](C)n1CC(O)Cn1c2ccccc2c2ccccc21 (stereo not given) | -8 | -3 | 3 | -15 | -13 | -6 | 2 | -0.1 | 25
CCOc1ccc(-c2c(C(=O)N/N=C/c3c[nH]c4ccccc34)nnn2-c2nonc2N)cc1 | -5 | 53* | 25* | 17 | 2 | 1 | 4 | 0.6 | -23
CC1CCN(C(=O)c2[nH]cnc2C(=O)NCC(=O)OCc2ccccc2)CC1 | -9 | 48 | -4 | -6 | -2 | 22 | 23 | 6.7 | -9
O=C(Nc1ncccn1)C1CCCCC1 | -7 | 4 | -19 | -6 | -4 | -12 | 6 | 0.9 | 17
COc1ccc(CC(=O)OCC(=O)NCCc2ccccc2)cc1OC | 0 | 6 | -8 | -6 | -1 | 0 | 3 | 0.5 | 21
Cc1cc(C(=O)O[C@H]2[C@H](C)NS(=O)(=O)[C@H]3C[C@@H]4C=C[C@]23O4)cc([N+](=O)[O-])c1 | -4 | 1 | -4 | -6 | -4 | 10 | 6 | -0.1 | 2
Cc1ccc(S(=O)(=O)NN2C(=O)c3ccccc3NC2c2ccco2)cc1 (stereo not given) | -6 | 2 | -13 | -8 | -5 | -6 | 1 | 0.6 | 19

Complete entries, quoted from the list. Values in the order: OXTR potentiator | TAAR1 antag | CHO-K1 Ca antag | CHO parental Ca | M1 ag | CHRM1 antagonist | TAAR1 ag | M1 ag parental | M1 PAM parental
Cc1cccc(C(=O)NC(=S)Nc2cccc3nc(C)ccc23)c1 is listed as 0 | 11 | -9 | -34 | -3 | -2 | -1 | 4.8 | 25
CCOc1ccc(S(=O)(=O)Nc2ccc(C(=O)NCC(c3ccco3)N(C)C)cc2)cc1 (stereo not given) is listed as -7 | -20 | -1 | -13 | -5 | 32* | 16 | 2.1 | 4
Cc1ccc(S(=O)(=O)NN2C(=O)c3ccccc3NC2c2ccco2)cc1 (stereo not given) is listed as -6 | 2 | -13 | -8 | -5 | -6 | 1 | 0.6 | 19
Cc1cc(C(=O)O[C@H]2[C@H](C)NS(=O)(=O)[C@H]3C[C@@H]4C=C[C@]23O4)cc([N+](=O)[O-])c1 is listed as -4 | 1 | -4 | -6 | -4 | 10 | 6 | -0.1 | 2
COc1ccc(CC(=O)OCC(=O)NCCc2ccccc2)cc1OC is listed as 0 | 6 | -8 | -6 | -1 | 0 | 3 | 0.5 | 21

The listing picks up with the three entries that preceded the break.
SMILES | OXTR potentiator | TAAR1 antag | CHO-K1 Ca antag | CHO parental Ca | M1 ag | CHRM1 antagonist | TAAR1 ag | M1 ag parental | M1 PAM parental
COc1ccc(CC(=O)OCC(=O)NCCc2ccccc2)cc1OC | 0 | 6 | -8 | -6 | -1 | 0 | 3 | 0.5 | 21
Cc1cc(C(=O)O[C@H]2[C@H](C)NS(=O)(=O)[C@H]3C[C@@H]4C=C[C@]23O4)cc([N+](=O)[O-])c1 | -4 | 1 | -4 | -6 | -4 | 10 | 6 | -0.1 | 2
Cc1ccc(S(=O)(=O)NN2C(=O)c3ccccc3NC2c2ccco2)cc1 (stereo not given) | -6 | 2 | -13 | -8 | -5 | -6 | 1 | 0.6 | 19
COc1ccc(N(C(=O)c2ccc(Cl)cc2)C2=CC3CCC(C2)N3C)cc1 (stereo not given) | -4 | 7 | 1 | -5 | -4 | 3 | 14 | 0.1 | 8
COc1ccc(C(=O)/C=C/C(=O)N(Cc2ccccc2)C(C(=O)NC2CCCCC2)c2ccncc2)c(O)c1 (stereo not given) | 1 | 11 | 15 | -18 | -8 | 8 | -1 | 0.4 | -9
CC12CN3CC(C)(CN(C1)C3c1ccc3ccccc3c1O)C2=O (stereo not given) | -6 | 11 | 5 | 11 | -4 | 4 | 2 | 1.9 | 6
Fc1ccc(COc2ccc(-c3nnco3)cc2)cc1 | -5 | -16 | -6 | -10 | -3 | -3 | 1 | 1.6 | 7
COc1ccccc1Cn1[nH]nnc1=S | -8 | -21 | 0 | -9 | 5 | 6 | 3 | 13 | 8
COC(=O)c1c(NC(=O)c2cccs2)sc2c1CCC(C)C2 (stereo not given) | -1 | -4 | -2 | -2 | -3 | -8 | 7 | -0.1 | 12
Cc1cccc(NC(=O)Cn2nc(-c3cccs3)ccc2=O)c1C | -8 | 4 | -2 | -5 | -4 | 0 | -1 | 1.9 | -5
COC(=O)c1ccc(NC(=O)COc2ccc(S(=O)(=O)NC(C)(C)C)cc2)cc1 | -10 | 10 | -7 | -6 | 0 | -7 | 6 | 0.7 | 18
O=C(Cn1ncc2c3ccccc3n(Cc3ccccc3)c2c1=O)N1CCN(c2ccccn2)CC1 | -3 | nt | 12 | -19 | -3 | -17 | nt | 0.4 | -5
CCN(C(=O)CSc1nnc(Cn2nnc3ccccc32)o1)c1nc(C)cs1 | -9 | -2 | 12 | -6 | 0 | 0 | 15 | 0.5 | -5
Cc1ccc(S(=O)(=O)N2CCC(C(=O)N3CCc4ccccc43)CC2)cc1C | nt | -20 | -6 | nt | -3 | -3 | 1 | 0.9 | 2
CCOC(=O)c1sc(C)c2c(=O)n(CCCN3CCOCC3)cnc12 | -11 | -1 | -2 | -13 | -6 | 3 | 14 | 0.1 | -3
O=c1cc(-c2ccccc2)oc2cc(O)c(O)c(O)c12 | 6 | -28 | 11 | -2 | -4 | -10 | -2 | 0.2 | -13
CN1C2C=C3C(C#N)=C(N)C(C#N)(C#N)[C@@H](c4cccc(F)c4)[C@@H]3C1CC2 (stereo not given in full) | -2 | 16 | -7 | -3 | -8 | -5 | 6 | 0.2 | 9
O=C(NC(Cc1ccccc1)C(=O)OCC(=O)N1CCc2ccccc21)c1ccco1 (stereo not given) | -19 | -4 | -6 | -12 | -5 | -3 | 10 | 1.6 | -6
O=C(Nc1ccc(N2CCOCC2)cc1)c1cccc(S(=O)(=O)N2CCOCC2)c1 | 1 | 8 | -9 | -14 | 3 | -12 | 2 | 1.5 | 4
O=C(Oc1ccc(C(=S)N2CCOCC2)cc1Cl)c1ccccc1F | -23 | -6 | -7 | 9 | -1 | -2 | 3 | 2.0 | -8
O=C(C1CCCN(S(=O)(=O)c2cccs2)C1)N1CCC(N2CCCCC2)CC1 (stereo not given) | -2 | -16 | -13 | -5 | -13 | -4 | 0 | -0.1 | 24
CCCn1c(-c2ccc(OC)cc2)nc2ccccc21 | -4 | -10 | -3 | -12 | -6 | 0 | 4 | 0.2 | 11
COc1cccc(CNC(=O)c2nnn(CC(=O)Nc3cc(Cl)ccc3C)c2N)c1 | -3 | -7 | -2 | 3 | 2 | -14 | 2 | 0.8 | -21
CN1C(=O)C2(c3ccccc31)c1c(oc3ccccc3c1=O)C(=O)N2CCCO (stereo not given) | -1 | 1 | -6 | -10 | -3 | -6 | 1 | 1.1 | 18
CCC(=O)NC(=S)Nc1ccccc1F | -16 | -1 | -1 | 4 | -3 | 2 | 4 | -0.5 | 2
C#CC(C)(C)NC(=O)c1sccc1Oc1ccc(F)cc1[N+](=O)[O-] | -12 | 20 | 2 | -12 | -14 | 1 | 5 | 0.5 | 11
CCc1ccc(N2CCN(CCNC(=O)Nc3ccccc3)CC2)cc1 | -5 | 11 | -3 | -14 | -4 | -10 | 6 | 2.3 | 11

Compound activity (PubChem)
